All columns: NCI-60 one-dose screen, growth in % after 48 h at 10 µM unless noted; 100 = growth as untreated, 0 = no growth, -100 = all killed.
HS 578T: HS 578T breast cancer; 78,000 tested, 4.1% active; AID 1794788
SK-MEL-28: SK-MEL-28 melanoma. 81,000 tested, 4.1% active
UACC-257: UACC-257 melanoma | 78,000 tested, 4.4% active
SK-MEL-5: SK-MEL-5 melanoma. 80,000 tested, 6.4% active. AID 1794755
T-47D: T-47D breast cancer | 79,000 tested, 5% active
LOX IMVI: LOX IMVI melanoma; AID 1794757; 79,000 tested, 7.4% active
MALME-3M: MALME-3M melanoma; 78,000 tested, 5.8% active
SK-MEL-2: SK-MEL-2 melanoma; 77,000 tested, 4.7% active
* hit, by the source's call; . = not tested or not shown; [ ] = remark or other dose. How the source made its calls: active means growth percent below 10; inactive means the rest.

entry | structure | HS 578T | SK-MEL-28 | UACC-257 | SK-MEL-5
1 | CC(O)COc1ccc(Cl)cc1 (stereo not given) | 99 | 113 | 96 | 98
2 | COc1cccc(C2NCCc3cc(OC)c(OC)cc32)c1 (stereo not given) | 94 | 110 | 101 | .
3 | CCOc1ccc2nc(NC(=O)CSC(=S)N3CCN(Cc4ccccc4)CC3)sc2c1 | 103 | 107 | 122 | 104
4 | CCCCCCCCCC1(C)NC(=O)NC1=O (stereo not given) | 90 | 110 | 104 | 99
5 | CC(=O)c1ccc2c(c1)CCc1ccccc1-2 | 103 | 101 | 98 | 100
6 | Nc1cccc2c(=S)c3ccccc3[nH]c12 | 94 | 114 | 99 | 91
7 | Cc1cccc(N2CCN(CC(O)COc3cccc4ccccc34)CC2)c1 (stereo not given) | 96 | 94 | 92 | 101
8 | CCCc1cc2cc(-n3nc(CC)c4c3CC(C)(C)CC4=O)cc(NC3CCC(O)CC3)c2c(=O)[nH]1 (stereo not given) | 16 | 41 | 29 | 14
9 | C=C(C)[C@@H]1CC[C@]2(C(=O)O)CC[C@]3(C)[C@H](CC[C@@H]4[C@@]5(C)C[C@@H](Cc6cn(CCO[C@@H]7O[C@H](COC(C)=O)[C@H](OC(C)=O)[C@H](OC(C)=O)[C@H]7OC(C)=O)nn6)[C@H](O)C(C)(C)[C@@H]5CC[C@]43C)[C@@H]12 | 52 | 76 | 62 | 53
10 | O=C(Nc1cccc2[nH]c(C(F)(F)F)nc12)c1ccc(F)cc1 | 77 | 80 | 90 | 70
11 | c1cnc2nc3[nH]c4ccccc4c3nc2c1 | 150 | 116 | 106 | 108
12 | NC(=O)c1c(NC(=O)/C=C/c2cccs2)sc2c1CCC(=O)C2 | 27 | 42 | 71 | 24
13 | COc1ccc(NCC(=O)Cn2cc(COc3ccc(C=Nc4cnc5ccccc5c4)cc3)nn2)cc1 | 100 | 109 | 99 | 101
14 | COc1ccc(-c2nn(Cc3ccccc3)c3c2-c2oncc2CC3)cc1 | 189 | 97 | 95 | 102
15 | O=C1c2c(O)cccc2C(Br)c2cccc(O)c21 | . | 107 | 103 | 99

entry | T-47D | LOX IMVI | MALME-3M | SK-MEL-2
1 | 97 | 109 | . | 106
2 | 90 | 108 | 99 | 94
3 | 106 | 96 | 104 | 106
4 | 116 | 97 | 130 | 133
5 | 98 | 113 | . | 110
6 | . | 89 | 102 | 87
7 | 98 | 99 | 107 | 112
8 | 30 | 24 | 8.7* | 53
9 | 52 | 45 | 78 | 67
10 | . | 88 | 74 | .
11 | 98 | 99 | 108 | 102
12 | 16 | 18 | 75 | 50
13 | 103 | . | 100 | 131
14 | 91 | 94 | 130 | 104
15 | 111 | 109 | 112 | 115

Reprinted from the part before: 2 compounds, followed by the next part.
entry | structure | HS 578T | SK-MEL-28 | UACC-257 | SK-MEL-5
14 | COc1ccc(-c2nn(Cc3ccccc3)c3c2-c2oncc2CC3)cc1 | 189 | 97 | 95 | 102
15 | O=C1c2c(O)cccc2C(Br)c2cccc(O)c21 | . | 107 | 103 | 99
16 | CC1(C)OC(=O)c2c(nc3c(-c4nc5ccccc5s4)c(Nc4ccccc4)sc3c2N)O1 | 100 | 97 | 88 | 97
17 | Cc1ccc(Sc2oc(-c3ccccc3)nc2S(=O)(=O)c2ccc(C)cc2)cc1 | 100 | 93 | 78 | 96
18 | C#CCn1cc(/C=N/Nc2nc(-c3ccc(Br)cc3)cs2)c2ccccc21 | 101 | 103 | 105 | 99
19 | O=C(O)c1ccc(-n2cc(/C=N/NCc3ccccc3)c(-c3cc4ccccc4oc3=O)n2)cc1 | 101 | 104 | 119 | 99
20 | Cc1ccc(/C=C2\C(=O)N(C)c3ccc(-c4ccccc4)cc32)s1 | 69 | 97 | 105 | 89
21 | COc1ccc(C2C3=C(NC(C)(C)NC3Nc3cccnc3)OC2C(=O)c2ccc(N=[N+]=[N-])cc2)cc1 (stereo not given) | 100 | 106 | 103 | 104
22 | N=C(N=C(C(Cl)(Cl)Cl)C(Cl)(Cl)Cl)N=C(C(Cl)(Cl)Cl)C(Cl)(Cl)Cl | 108 | 99 | 98 | 107
23 | COc1ccc(N2C(=O)C=CC2=O)cc1 | 117 | 108 | 114 | 110
24 | CCn1c(SC/C(=N\O)c2ccccc2)nnc1-c1ccc(OC)c(OC)c1 | 93 | 103 | 104 | 96
25 | Cc1ccc2nc(NC(=O)CSc3nc(Oc4ccccc4)c(C#N)c(-c4ccccc4)n3)sc2c1 | 99 | 103 | 106 | 101
26 | C=C(C)[C@@H]1CC[C@]2(C(=O)NCCNCCN)CC[C@]3(C)[C@H](CC[C@@H]4[C@@]5(C)CC[C@H](O)C(C)(C)[C@@H]5CC[C@]43C)[C@@H]12 | 99 | 108 | 106 | 100
27 | CC(OC(=O)OCCOCCOC(=O)OC(C)C(=O)OC1CCCCC1)C(=O)OC1CCCCC1 (stereo not given) | 104 | 107 | 95 | 104
28 | Cc1ccc2c(c1)C(=O)N(NC(=O)c1ccc(S(N)(=O)=O)cc1)C2=O | 100 | 107 | 106 | 104
29 | NCCCN1CCOCC1 | 104 | 105 | 99 | 100
30 | COc1cc(/C=C/C(=O)c2ccccc2O)ccc1OCCCOc1cc2c(cc1OC)C(=O)N1CCC[C@H]1C=N2 | 38 | -64* | . | -76*

entry | T-47D | LOX IMVI | MALME-3M | SK-MEL-2
14 | 91 | 94 | 130 | 104
15 | 111 | 109 | 112 | 115
16 | 73 | 95 | 93 | 84
17 | 67 | 96 | 92 | 100
18 | 76 | 94 | 100 | 104
19 | 96 | 102 | 91 | 101
20 | 37 | 89 | 91 | 96
21 | 106 | . | 100 | 108
22 | 103 | 100 | . | 115
23 | 108 | 101 | 115 | 126
24 | 100 | 93 | 95 | 105
25 | 88 | 91 | 106 | 95
26 | 105 | . | 99 | 118
27 | 104 | 92 | 124 | 92
28 | 105 | 99 | 104 | 106
29 | . | 96 | 95 | 98
30 | 22 | -61* | -73* | -61*

Pulled one by one from the entries so far, 2 records:
entry | structure | HS 578T | SK-MEL-28 | UACC-257 | SK-MEL-5
27 | CC(OC(=O)OCCOCCOC(=O)OC(C)C(=O)OC1CCCCC1)C(=O)OC1CCCCC1 (stereo not given) | 104 | 107 | 95 | 104
30 | COc1cc(/C=C/C(=O)c2ccccc2O)ccc1OCCCOc1cc2c(cc1OC)C(=O)N1CCC[C@H]1C=N2 | 38 | -64* | . | -76*

entry | T-47D | LOX IMVI | MALME-3M | SK-MEL-2
27 | 104 | 92 | 124 | 92
30 | 22 | -61* | -73* | -61*

The list continues:
entry | structure | HS 578T | SK-MEL-28 | UACC-257 | SK-MEL-5
31 | CCOc1cccc(/C=N/NC(=O)c2cccc(Nc3ccnc(C(F)(F)F)c3)c2)c1O | 44 | 35 | 37 | 35
32 | O=C(c1nc2ccccc2[nH]1)C1C(c2ccccc2)C2CC3CCCC[C@H]3N2[C@@]12C(=O)Nc1cc(Cl)ccc12 (stereo not given in full) | 80 | 73 | 60 | 72
33 | COCCCC/C(=N\OCCN)c1ccc(C(F)(F)F)cc1 | 98 | 117 | 106 | 100
34 | COc1ccc(-c2nc(SCCC(C)C)[nH]c(=O)c2C#N)cc1 | 112 | 109 | 96 | 95
35 | Clc1ccc(NCc2cn(-c3ccccc3)nc2-c2ccc(OCc3ccccc3)cc2)cc1 | 111 | 104 | . | 98
36 | COc1ccc(C(=O)/C=C/c2ccc(C)cc2)cc1S(N)(=O)=O | 85 | 98 | 83 | 82
37 | O=[N+]([O-])c1cccc(C(O)P(=O)(OCCCl)OCCCl)c1 (stereo not given) | 110 | 109 | 114 | 115
38 | O=C(CCCCCCCCC(=O)SCc1ccccc1)SCc1ccccc1 | 110 | 111 | 107 | 100
39 | O=S(=O)(O)CCS | 101 | 113 | 105 | 104
40 | ON=C(C1CCCCC1)C1CCCCC1 | 101 | 102 | 99 | 108
41 | O=C1CSC(=Nc2ccccc2F)N1c1ccccc1F | 106 | 102 | 102 | 102
42 | O=C1CCC(NNC(=O)c2cccnc2)N1 (stereo not given) | 115 | 99 | 108 | 109
43 | COC(=O)C(NC(=O)C1(NC(=O)OCc2ccccc2)CCCC1)C(C)C (stereo not given) | 109 | 114 | 112 | 113
44 | COc1cc(C)cc(-c2nn(CC(N)=O)cc2-c2ccnc(Oc3ccncc3)n2)c1 | 112 | 104 | 107 | 101
45 | COc1cc2c(=O)n(CC3CCCCC3)c3c4cc[nH]c4ncc3c2cc1OC | -4.6* | 78 | 85 | 39

entry | T-47D | LOX IMVI | MALME-3M | SK-MEL-2
31 | 28 | 12 | 31 | 59
32 | 41 | 60 | 57 | 86
33 | 86 | 95 | 112 | .
34 | 108 | . | 96 | 111
35 | 65 | 96 | . | 91
36 | 94 | 29 | 97 | 87
37 | 98 | 101 | 93 | 114
38 | 101 | 97 | 92 | 129
39 | 98 | 99 | 110 | 103
40 | 87 | 96 | 92 | 107
41 | 96 | 98 | 85 | .
42 | 99 | 95 | 105 | 95
43 | 95 | 98 | 105 | 104
44 | 94 | 99 | 99 | 114
45 | 45 | 12 | 66 | 64

(next part)
entry | structure | HS 578T | SK-MEL-28 | UACC-257 | SK-MEL-5
46 | O=C1c2ccccc2NC(c2cn(-c3ccccc3)nc2-c2cccnc2)N1Cc1ccccc1 (stereo not given) | 96 | 108 | 123 | 94
47 | O=C(Cc1ccccc1)Nc1ccccc1 | 112 | 107 | 106 | 100
48 | COc1ccccc1/C=C1\Oc2cc(O)ccc2C1=O | 107 | 110 | 105 | 98
49 | COc1nc2c(cc1S(=O)(=O)c1ccccc1)CCc1c-2cnn1-c1ccccc1Cl | 68 | 85 | 73 | 68
50 | C#CCNCCN1C(=O)c2ccc3c4c(ccc(c24)C1=O)C(=O)N(CCNCC#C)C3=O | 64 | 84 | 14 | -81*
51 | COc1ccc(N/N=C/c2ccc3c(c2)Sc2ccccc2N3C)cc1 | 95 | 100 | 96 | 77
52 | Cc1sc2nc(/C=C/c3ccc(Cl)cc3)[nH]c(=O)c2c1C | 123 | 105 | 121 | 73
53 | CCN(C(=O)Nc1ccccc1Cl)c1ccccc1 | 102 | 113 | 102 | 101
54 | CCCCN(C)N=Nc1ccc(C(N)=O)cc1 | 101 | 104 | 105 | 108
55 | COc1ccc(CCNc2nc3sc4c(c3c(=O)[nH]2)CCCC4)cc1OC | 107 | 107 | 106 | 84
56 | CC1(C)CC(=O)c2c(nn(-c3ccc(Br)cc3)c2-c2cn(-c3ccccc3)nc2-c2ccc([N+](=O)[O-])cc2)C1 | 91 | 98 | 101 | 93
57 | CCCCC(N)(C(=O)O)C1CCCC1 (stereo not given) | 122 | 95 | 87 | 105
58 | COC(=O)CC[C@H](N)C(=O)O | 115[20 µM] | 108[20 µM] | 96[20 µM] | 101[20 µM]
59 | Clc1ccc2c(NC3CCC(N4CCOCC4)CC3)ccnc2c1 (stereo not given) | 84 | 97 | 57 | 53
60 | CC(=O)C(N)CC(C)C (stereo not given) | 105 | 111 | 81 | 103

entry | T-47D | LOX IMVI | MALME-3M | SK-MEL-2
46 | 75 | 80 | 119 | 88
47 | 86 | 95 | 104 | 112
48 | . | 103 | 94 | 115
49 | 26 | 78 | 97 | 92
50 | 55 | -3.2* | -13* | 59
51 | 52 | 28 | 107 | 98
52 | 100 | 94 | 89 | 90
53 | . | 97 | 100 | 114
54 | 113 | 107 | 111 | 107
55 | 78 | 56 | 99 | 110
56 | 74 | 74 | 117 | 90
57 | 110 | 99 | 127 | 117
58 | 104[20 µM] | 100[20 µM] | 92[20 µM] | 101[20 µM]
59 | 58 | 69 | 89 | 113
60 | 96 | 93 | 104 | 109

5 entries from above in another layout:
item | SMILES | HS 578T | SK-MEL-28 | UACC-257 | SK-MEL-5 | T-47D | LOX IMVI | MALME-3M | SK-MEL-2
55 | COc1ccc(CCNc2nc3sc4c(c3c(=O)[nH]2)CCCC4)cc1OC | 107 | 107 | 106 | 84 | 78 | 56 | 99 | 110
54 | CCCCN(C)N=Nc1ccc(C(N)=O)cc1 | 101 | 104 | 105 | 108 | 113 | 107 | 111 | 107
51 | COc1ccc(N/N=C/c2ccc3c(c2)Sc2ccccc2N3C)cc1 | 95 | 100 | 96 | 77 | 52 | 28 | 107 | 98
47 | O=C(Cc1ccccc1)Nc1ccccc1 | 112 | 107 | 106 | 100 | 86 | 95 | 104 | 112
59 | Clc1ccc2c(NC3CCC(N4CCOCC4)CC3)ccnc2c1 (stereo not given) | 84 | 97 | 57 | 53 | 58 | 69 | 89 | 113

Following part.
entry | structure | HS 578T | SK-MEL-28 | UACC-257 | SK-MEL-5
61 | CC1(C)CC(=O)C2=C(C1)OC(C(=O)c1ccccc1)C2c1cccc(Oc2ccccc2)c1 (stereo not given) | 68 | 74 | 45 | 36
62 | CN(C)c1ccc(-c2c(C#N)c(N)nn2C(=O)c2ccc(NC(=O)c3ccccn3)cc2)cc1 | 94 | 108 | 112 | 101
63 | COc1ccc(CNc2nc3nc[nH]c3c(=O)n2C)cc1OC | 105 | 110 | 113 | 100
64 | Cc1cc(-c2ccccc2)cc(C)n1 | 111 | 107 | 108 | 106

entry | T-47D | LOX IMVI | MALME-3M | SK-MEL-2
61 | 5.7* | 37 | 59 | 25
62 | 101 | 65 | 110 | 105
63 | 81 | 99 | 116 | .
64 | 114 | 97 | . | 98

Compound profiles, as listed above.
O=C(Cc1ccccc1)Nc1ccccc1 as listed: HS 578T = 112; SK-MEL-28 = 107; UACC-257 = 106; SK-MEL-5 = 100; T-47D = 86; LOX IMVI = 95; MALME-3M = 104; SK-MEL-2 = 112
CC(OC(=O)OCCOCCOC(=O)OC(C)C(=O)OC1CCCCC1)C(=O)OC1CCCCC1 (stereo not given) as listed: HS 578T = 104; SK-MEL-28 = 107; UACC-257 = 95; SK-MEL-5 = 104; T-47D = 104; LOX IMVI = 92; MALME-3M = 124; SK-MEL-2 = 92
